mIAP activ: increases mouse intestinal alkaline phosphatase activity. 330,000 compounds, 0.24% hits. muIAP, CDP-Star luminescence, 30 min; active compounds read high; 1 = vehicle-only enzyme signal, 0 = enzyme-free wells. activation factor at 10 µM;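 active = activation factor of at least 2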; note: the source names both 10 and 20 µM as test concentration; values of inactives mirror those of a sister screen read the other way
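System: Mouse IAP enzyme | Also added: CDP-Star substrate | Dosing: Compounds dispensed in DMSO | Schedule: 30 min enzyme-substrate-compound incubation at room temperature | Technique: Chemiluminescence readout | Control set: DMSO-only wells and no-enzyme negative control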
hIAP inh: human IAP inhibition | P09923 | purified IAP, CDP-Star luminescence, 30 min | inhibition, % at 10 µM | 330,000 compounds, 0.12% hits;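 active = inhibition reaching a set limit with compound at 10 µM in the primary screen, cut at about 35% in these data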;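 note: plate controls were DMSO wells with enzyme for no effect and no-enzyme buffer wells for full effect; values of inactives mirror those of a sister screen read the other way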
Target sequence (P09923 whole entry, looked up): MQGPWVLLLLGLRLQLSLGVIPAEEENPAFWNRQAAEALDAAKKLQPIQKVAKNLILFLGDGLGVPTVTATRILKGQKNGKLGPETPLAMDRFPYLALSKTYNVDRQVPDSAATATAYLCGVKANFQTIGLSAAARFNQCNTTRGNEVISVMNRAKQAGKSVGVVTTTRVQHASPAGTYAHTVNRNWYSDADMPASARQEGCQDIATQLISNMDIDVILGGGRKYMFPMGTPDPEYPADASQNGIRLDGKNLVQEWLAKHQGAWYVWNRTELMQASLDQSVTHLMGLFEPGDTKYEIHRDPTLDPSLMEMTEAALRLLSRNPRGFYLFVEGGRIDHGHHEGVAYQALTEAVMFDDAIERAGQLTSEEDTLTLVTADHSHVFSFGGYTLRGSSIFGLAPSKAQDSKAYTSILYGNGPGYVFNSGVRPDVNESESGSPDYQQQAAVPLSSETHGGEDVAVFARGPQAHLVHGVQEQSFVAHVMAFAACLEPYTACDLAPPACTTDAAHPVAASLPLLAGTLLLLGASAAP
mIAP block: mouse IAP inhibition; AID 2806; purified mouse IAP, CDP-Star luminescence, 30 min; inhibition, % at 10 µM; 330,000 compounds, 0.2% hits;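 active = inhibition of at least 40% at 10 µM in the primary screen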;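 note: plate controls were DMSO with enzyme for no effect and no enzyme wells for full effect; values of inactives mirror those of a sister screen read the other way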
A3A deaminase: blocks human APOBEC3A ssDNA deamination. 330,000 compounds, 0.41% hits. recombinant A3A, FAM/TAMRA ssDNA deamination fluorescence. P31941. inhibition, % at 20 µM;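 active = at least 40% inhibition at 20 µM here, with at most 30% in a related deaminase screen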;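 note: plate controls were A3A with DMSO for no effect and wells lacking A3A enzyme for full effect; some results filed as inactive read as strong as hits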
Target sequence (P31941 whole entry, looked up): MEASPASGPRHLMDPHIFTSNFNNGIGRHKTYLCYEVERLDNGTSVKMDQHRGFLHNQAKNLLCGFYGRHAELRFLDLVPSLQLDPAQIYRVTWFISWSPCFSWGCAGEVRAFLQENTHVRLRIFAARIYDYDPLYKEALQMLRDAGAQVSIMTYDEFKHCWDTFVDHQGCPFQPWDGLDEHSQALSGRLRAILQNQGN
APOBEC3G inh: inhibitors of human APOBEC3G DNA deaminase; inhibition, % at 20 µM; 330,000 compounds, 0.28% hits; Q9HC16; recombinant A3G, ssDNA deamination FAM/TAMRA fluorescence; AID 493012;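 active = inhibition of at least 40% at 20 µM, with no more than 30% in the related APOBEC3A deaminase screen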;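 note: plate controls were DMSO wells with A3G for no effect and wells lacking A3G enzyme for full effect; some compounds called inactive have numbers as strong as hits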
Target sequence (Q9HC16 whole entry, looked up): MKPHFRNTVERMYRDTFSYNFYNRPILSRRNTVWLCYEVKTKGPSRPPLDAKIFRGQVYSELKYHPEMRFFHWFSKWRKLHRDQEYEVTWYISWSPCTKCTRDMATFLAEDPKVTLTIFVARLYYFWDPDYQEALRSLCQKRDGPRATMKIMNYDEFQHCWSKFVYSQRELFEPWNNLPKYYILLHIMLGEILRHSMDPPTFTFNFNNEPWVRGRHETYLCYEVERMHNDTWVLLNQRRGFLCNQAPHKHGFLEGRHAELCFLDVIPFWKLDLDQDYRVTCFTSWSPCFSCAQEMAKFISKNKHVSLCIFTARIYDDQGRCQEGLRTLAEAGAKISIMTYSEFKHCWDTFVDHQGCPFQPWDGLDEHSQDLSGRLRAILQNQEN
MIN6 prolif: inducers of beta-cell replication in MIN6 cells | AID 2380 | proliferation, % at 10 µM | 330,000 compounds, 0.29% hits | MIN6 cells proliferation, ATPlite luminescence, 48 h; cells starved in 0.2% serum; 100% = growth in 10% serum;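 active = compounds whose signal lies at least 3.5 SD above the mean of all wells on their plate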;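 note: 0% = DMSO-treated cells in low-serum medium and 100% = 10% serum control; some compounds called inactive have numbers as strong as hits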
TIM10 inh: inhibits growth of TIM10 yeast strain; S. cerevisiae TIM10 strain growth, BacTiter-Glo luminescence, 24 h; 330,000 compounds, 1.4% hits; inhibition, % at 10 µM;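 active = inhibition of 40% or more at the single tested concentration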;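 note: wild-type TIM10 isogenic control strain grown at permissive 25 °C; 0% = DMSO yeast wells and 100% = minimal medium wells without yeast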
tim10-1 inh: growth inhibitors of tim10-1 mutant yeast | inhibition, % at 20 µM | 330,000 compounds, 2.2% hits | S. cerevisiae tim10-1 ts strain growth, BacTiter-Glo, 24 h;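 active = inhibition of at least 40%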;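 note: mutant grown at 25 °C; 0% = DMSO wells with yeast and 100% = wells holding no yeast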
NALP3 yeast inh: NALP3 inhibition in yeast; AID 2825; Yeast reconstituted NLRP3/ASC/caspase-1, beta-gal luminescence, 24 h; 330,000 compounds, 0.39% hits; inhibition, % at 10 µM;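 active = inhibition of 50% or more; inactive = inhibition below 50%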;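 note: plate controls were induced DMSO wells for no effect and uninduced yeast grown without galactose for full effect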
An asterisk follows results filed as active. Compounds as they come. About 4.6% of those tested had a hit in this group.

SMILES	mIAP activ	hIAP inh	mIAP block	A3A deaminase	APOBEC3G inh	MIN6 prolif	TIM10 inh	tim10-1 inh	NALP3 yeast inh
CCS(=O)(=O)c1nc(S(=O)(=O)c2ccc(C)cc2)c(N2CCC(O)CC2)s1	1.01	-17.8	-1.5	-5.1	-6.4	0.0	-1.2	17.9	-11.1
CC(C)CCNC(=O)C(c1ccncc1)N(C(=O)Cn1nnc(-c2ccc(F)cc2)n1)c1ccccc1F (stereo not drawn)	0.948	12.5	5.2	1.7	-4.5	-2.5	14.4	18.8	-13.9
O=S(=O)(c1ccc(Br)cc1)c1nc(-c2ccco2)oc1NCC1CCCO1 (stereo not drawn)	0.989	7.7	1.1	-0.1	-3.3	1.6	-6.6	21.2	5.5
CCCOc1ccc(/C(O)=C2/C(=O)C(=O)N(CCN(C)C)C2c2ccco2)cc1 (stereo not drawn)	1	-14.6	-0.1	-2.7	-2.0	-1.3	-1.3	3.2	20.5
COc1ccc(OC)c(S(=O)(=O)N2c3ccccc3CC2C)c1 (stereo not drawn)	0.981	0.1	1.9	-2.9	-7.1	-2.0	-1.3	8.5	21.7
CC(C)OC(=O)NS(=O)(=O)c1cccc([N+](=O)[O-])c1	0.98	-3.9	2.0	3.4	5.5	-4.2	-2.6	16.5	18.9
Cc1ccc2nsnc2c1S(=O)(=O)N1CCOCC1	0.923	-2.3	7.7	3.1	-2.3	2.2	6.5	0.4	5.0
O=C(Nc1ccc2[nH]c(=O)[nH]c2c1)c1cccc([N+](=O)[O-])c1	0.982	-9.9	1.8	-5.7	-4.2	-1.1	-13.1	-12.2	19.9
Cc1ccc(Sc2ncccc2C(=O)NC2CCCCCC2)cc1C	0.997	5.8	0.3	3.0	0.4	-4.8	9.2	5.8	23.2
COc1ccc(C2CC(=O)CC(=O)C2n2cncn2)cc1 (stereo not drawn)	1.05	-18.7	-5.5	-3.4	-5.9	2.2	3.0	-27.1	-1.5
COc1ccc(-c2ccc(Nc3ccc(C(=O)N4CCOCC4)cc3)nn2)cc1OC	1.03	-6.3	-2.6	-3.2	-5.3	-2.0	6.3	5.8	9.6
O=C1C2C3C=CC(C4CC34)C2C(=O)N1/N=C/c1c[nH]c2ccccc12 (stereo not drawn)	0.968	8.6	3.2	-5.1	-6.3	-4.2	15.4	1.0	14.1
O=C(C1=C[C@@H](C2CCCCC2)C[C@@H](OCCCCO)O1)N1CCN(Cc2ccc3c(c2)OCO3)CC1	1.08	6.1	-8.0	-4.2	-7.2	-3.7	8.2	13.9	22.3
COc1ccc(/C=C/C(=O)NCCN=C2NS(=O)(=O)c3ccccc32)cc1	0.97	19.7	3.0	0.4	-1.9	-3.5	-5.0	8.3	7.3
CCn1cc(C(=O)NCCc2ccc(Cl)cc2)c(=O)c2cc(S(=O)(=O)N(C)C)ccc21	0.987	8.6	1.3	-1.7	-3.0	-3.3	-2.9	-8.2	4.0
Cc1ccc(-n2c(C)cc(C)c(C#N)c2=O)cc1	0.942	8.7	5.8	2.9	2.8	-2.3	18.2	4.3	5.6
CCC(C(=O)OCC(=O)NC(=O)NC(C)(C)C)c1ccccc1 (stereo not drawn)	1.08	8.4	-8.1	1.3	-7.3	1.4	7.9	-14.7	10.4
COc1ccc2oc(C(=O)NCCc3ccccc3)c(C)c2c1	0.946	-5.0	5.4	0.1	-9.5	-5.0	-10.2	-5.0	30.0
O=C(CS(=O)(=O)c1c[nH]c2ccccc12)N1CCCCC1	0.926	-11.6	7.4	0.7	-9.4	-0.7	13.1	22.5	-12.8
Cn1c(=O)n(C)c2cc(NS(=O)(=O)c3ccccc3[N+](=O)[O-])ccc21	1	2.4	-0.5	-4.9	-7.6	-2.7	-0.5	-22.2	18.2
O=C1CC(c2ccccc2)c2cccc(F)c21 (stereo not drawn)	0.953	1.1	4.7	-4.2	-8.1	-1.3	6.0	-11.8	-8.6
O=C(O)c1cccnc1SC1CC(=O)N(Cc2ccccc2)C1=O (stereo not drawn)	1.1	-46.9	-9.9	-2.8	-2.0	0.5	7.2	1.9	4.3
COc1ccc(-c2nc(CS(=O)(=O)CC(=O)NCCCc3ccccc3)c(C)o2)cc1	1.09	-16.1	-9.4	0.2	-2.7	0.3	-8.6	9.5	9.4
COc1ccc(CNC(=O)c2cc(C)nc3ccccc23)cc1OC	1.02	14.4	-1.7	3.5	-2.7	-2.4	-0.3	-7.3	6.0
OCCC1CN(Cc2cccn2-c2nccs2)CCN1CCc1ccccc1 (stereo not drawn)	1.06	-6.7	-5.6	0.0	-3.9	2.2	-6.0	5.3	3.4

Compounds above with an aryl thioether with sulfur outside any ring, in the order listed:
SMILES	mIAP activ	hIAP inh	mIAP block	A3A deaminase	APOBEC3G inh	MIN6 prolif	TIM10 inh	tim10-1 inh	NALP3 yeast inh
Cc1ccc(Sc2ncccc2C(=O)NC2CCCCCC2)cc1C	0.997	5.8	0.3	3.0	0.4	-4.8	9.2	5.8	23.2
O=C(O)c1cccnc1SC1CC(=O)N(Cc2ccccc2)C1=O (stereo not drawn)	1.1	-46.9	-9.9	-2.8	-2.0	0.5	7.2	1.9	4.3

Other records
SMILES	mIAP activ	hIAP inh	mIAP block	A3A deaminase	APOBEC3G inh	MIN6 prolif	TIM10 inh	tim10-1 inh	NALP3 yeast inh
Cc1cccc(-c2nnc(SCC(=O)Nc3nc4c(s3)CCCC4)n2C)c1	0.941	-7.7	5.9	2.7	2.2	0.9	16.8	19.8	-0.7
N/C(=N\OC(=O)c1cccs1)C1(c2ccc(Cl)cc2Cl)CC1	0.868	-1.7	13.2	-3.3	-2.6	-2.9	65.8*	50.0*	-1.2
Oc1c(Br)cc(Br)cc1CNc1ccccn1	0.966	6.1	3.4	-4.2	-6.8	-0.4	51.3*	17.8	45.9
Cc1ccc(C(=O)CSc2nnc(-c3ccccc3N)n2C)cc1	1.02	11.9	-2.3	2.6	-1.6	0.0	12.5	11.8	21.5
COc1ccc(/C=N/N=C2\CC3CCC2(C)C3(C)C)cc1O (stereo not drawn)	1.01	7.9	-0.7	-0.6	-4.1	0.0	14.4	12.9	7.9
COC(=O)C1=C(C)N(c2ccc(OC)cc2)C(C)=C(C(=O)OC)C1c1ccccc1	0.988	-7.8	1.2	2.1	-10.1	-5.6	32.0	18.7	-1.0
CC(=O)N(Cc1c(C#N)c2ccccc2n1C)c1ccccc1	0.955	-1.5	4.5	5.4	-3.2	3.2	2.2	-40.2	8.4
O=C(CSc1nnc(-c2ccccc2F)n1C1CC1)NCc1ccco1	0.951	-4.2	4.9	-2.1	-7.3	3.9	-10.1	-16.4	9.2
CCSC1=N/C(=C\c2cccnc2)C(=O)N1c1ccccc1	1.01	-19.4	-0.6	1.8	-2.0	0.2	3.2	7.4	-4.3
CC1=CC(C)(C)N(C(=O)CSc2ncn[nH]2)c2ccccc21	0.989	-0.2	1.1	0.9	-1.4	0.1	-3.1	11.8	-14.8
CC1(c2ccc(C#N)cc2)NC(=O)N(CC(=O)Nc2cc(S(=O)(=O)N3CCOCC3)ccc2Cl)C1=O (stereo not drawn)	0.914	4.9	8.6	4.5	-1.3	-0.5	0.1	2.3	15.1
COc1cnn(-c2cc(Oc3ccc(C)cc3)ncn2)c(=O)c1Cl	0.936	-5.9	6.4	0.4	-2.5	1.5	0.9	12.0	17.6
O=C(CN(C(=O)CCC(=O)Nc1nccs1)c1cccc(F)c1)NCc1ccc2c(c1)OCO2	0.992	7.7	0.8	-3.1	-7.7	-2.8	-5.9	-31.1	-1.8
CN(Cc1ccc(F)cc1)C(=O)c1cc(COc2ccc(F)cc2F)on1	0.922	-3.6	7.8	0.8	-7.5	-1.7	12.7	17.8	19.0
O=C(CSc1nccc(=O)[nH]1)NC1CCCc2ccccc21 (stereo not drawn)	0.978	17.9	2.2	1.5	-6.1	-1.1	-15.9	9.9	9.9
COC(=O)[C@@H](NC(=O)c1ccccc1)[C@@H](C)O	0.93	6.1	7.0	-0.4	-4.7	-1.2	8.0	8.5	-1.9
COc1ccc(Br)cc1CN(C)CC(=O)Nc1cccc(S(=O)(=O)N2CCCC2)c1	1.03	6.5	-3.1	0.2	-2.1	-4.5	1.4	8.4	-3.1
COCCCN=C1NN=C(c2cc(C)n(Cc3ccco3)c2C)CS1	0.903	6.1	9.7	-3.1	-3.3	-5.5	20.3	22.4	17.9
Cc1ccc(NC(=O)NNS(=O)(=O)c2ccc(Br)cc2)cc1	1.01	4.8	-0.8	2.6	-1.4	-1.9	2.5	-9.0	7.1
CCSC1=NCCN1C(=O)c1ccc(S(=O)(=O)N(C)C)cc1	0.949	-6.5	5.1	-1.5	-3.6	0.7	-12.4	3.4	-1.0
CC(=O)c1ccc(NC(=O)CN2CCN(c3ccccc3)CC2)cc1	0.863	0.1	13.7	-4.0	0.5	-1.7	0.1	-15.3	5.8
COc1ccccc1NC(=O)c1ccc(-c2ccccc2[N+](=O)[O-])o1	0.927	19.3	7.3	-5.1	-11.8	-0.6	29.2	13.1	25.9
C=CCOc1ccc(C2C(C#N)=C(N)N(N(C)C)C3=C2C(=O)CCC3)cc1 (stereo not drawn)	1	13.0	-0.5	-2.6	-6.7	6.4	4.2	8.0	11.5
O=S(=O)(c1ccc2c(c1)OCCO2)N1CCN(S(=O)(=O)c2c(F)cc(F)cc2F)CC1	0.884	-9.3	11.6	-2.5	-8.1	4.0	-8.2	-8.9	16.4
CC(c1ccccc1)N1CC(C(=O)N2CCN(c3ccccc3)CC2)CC1=O (stereo not drawn)	1.05	-2.7	-4.8	-1.9	-9.4	4.3	0.6	4.0	13.8
Other compounds
SMILES	mIAP activ	hIAP inh	mIAP block	A3A deaminase	APOBEC3G inh	MIN6 prolif	TIM10 inh	tim10-1 inh	NALP3 yeast inh
COc1cc(NC(=O)c2nccn2C)cc(C(=O)Nc2cccc(C(F)(F)F)c2)c1	0.985	4.8	1.5	-2.3	-8.7	1.8	18.3	12.9	5.3
Cc1ccc(NS(=O)(=O)c2c(C)[nH]c(C)c2C(=O)N2CCCC2)cc1Cl	0.991	-4.9	0.9	-2.4	-1.5	0.7	5.8	-1.1	23.4
CCCOC(=O)c1cc(=O)[nH]c2ccccc12	1.05	-8.7	-4.6	0.8	-1.7	0.8	-11.5	20.0	20.6
Cc1ccc2c(c1)N(CC(=O)NCCCN1CCCCC1)C(=O)CO2	1.04	13.9	-4.2	5.4	7.7	0.0	-14.8	11.4	10.2
COC1=C(N)C(=O)c2nc(-c3nc(C(=O)O)c(C)c(-c4ccc(OC)c(OC)c4O)c3N)ccc2C1=O	0.828	-5.6	17.2	9.4	4.6	-5.7	-57.0	-62.9	11.6
Cc1ccc(OCC(=O)Nc2ccc(S(=O)(=O)N(C)C3CCN(C)CC3)cc2)c(C)c1	1.12	-40.1	-11.9	43.1*	15.8	-2.4	6.4	5.1	0.3
Cc1ccn(C(=O)c2cc3c(C)nn(-c4ccccc4)c3s2)n1	0.995	3.1	0.5	-6.7	-8.7	1.6	1.7	-1.2	17.6
O=C(N/N=C/C=C\c1ccccc1[N+](=O)[O-])c1cccs1	0.882	6.4	11.8	0.8	0.8	2.0	13.9	21.4	10.7
O=[N+]([O-])c1cc(Cl)cc(C2=NCCN2)c1	1.09	-9.1	-8.6	1.5	-1.8	-3.8	-14.7	6.8	30.7
CCCn1c(SCC(=O)NCc2ccc3c(c2)OCO3)n[nH]c1=O	1.06	1.5	-5.9	0.2	-7.5	-1.8	4.2	2.5	-0.3
Cc1ccc(C)c(NC(=O)CN(C)C(=O)c2cccc(S(=O)(=O)N3CCCC3)c2)c1	0.99	-21.4	1.0	2.6	-4.4	-1.4	9.7	0.7	20.2

Screening data deposited in PubChem by Sanford-Burnham Center for Chemical Genomics.
